High-throughput results (PubChem BioAssay)
HSF1 activator = increases HSF-1 driven luciferase reporter signal; NIH3T3-HGL HSF-1 luciferase reporter, MG132, 8 h; 100% = twice DMSO control signal; activation, % at 9 µM; 1.7% of 300,000 active; AID 504408;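 active means mean replicate activation of at least 50% with a set share of replicates each reaching 50%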;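 further: 0% = median of the neutral control wells and 100% = twice that signal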
AI-2 QS mod = modulates the Vibrio harveyi AI-2 quorum sensing system; 0.4% of 300,000 active; Vibrio harveyi JMH597 AI-2 luminescence/OD600 ratio, 9 h; active compounds read low; strain lacks LuxN and CqsS sensors; 0 = neutral-control median; activity change, % at 7.5 µM; in the data active means activity change below about -75%, passing the limit was not always enough;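 further: luminescence divided by OD600 gain over 9 h not by final OD600 alone; inactives centre near 13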
HSP90 inh = HSP90 refolding inhibition in rabbit reticulocyte lysate; inhibition, % at 5.6 µM; luciferase refolding luminescence, 3 h; 0.91% of 290,000 active;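 active means inhibition above the screen-wide mean plus 3 SD, computed separately per campaign, cut at about 16% in these data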;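 further: 0% = DMSO wells and 100% = 60 µM geldanamycin wells; inhibitors lower the luminescence because luciferase stays unfolded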
GSK3beta inhib = human GSK3beta kinase inhibition; 0.038% of 300,000 active; GST-GSK3beta kinase, ADP-Glo luminescence, 60 min; active compounds read low; P49841; activity score (negative = inhibition), % at 10 µM; AID 2097;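 active means more than half of replicate wells score below -50%, meaning over 50% inhibition versus plate controls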;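 further: 0% = median DMSO wells and -100% = median GW8510 positive control wells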
Target sequence (P49841 whole entry, looked up): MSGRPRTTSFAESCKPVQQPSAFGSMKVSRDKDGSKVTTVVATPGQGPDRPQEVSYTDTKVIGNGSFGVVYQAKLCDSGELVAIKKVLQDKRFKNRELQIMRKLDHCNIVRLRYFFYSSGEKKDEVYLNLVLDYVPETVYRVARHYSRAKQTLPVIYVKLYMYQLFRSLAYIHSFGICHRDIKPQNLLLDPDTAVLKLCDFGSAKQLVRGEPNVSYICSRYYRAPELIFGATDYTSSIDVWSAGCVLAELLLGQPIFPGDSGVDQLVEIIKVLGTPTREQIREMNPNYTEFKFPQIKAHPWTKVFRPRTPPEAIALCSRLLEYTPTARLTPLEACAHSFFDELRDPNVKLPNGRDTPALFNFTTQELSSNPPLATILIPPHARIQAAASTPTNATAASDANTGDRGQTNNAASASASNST
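Assay system: GST-fused GSK3beta enzyme, cell-free / Medium: Tris pH 7.5 buffer with MgCl2, DTT, BSA, heparin / Also added: peptide substrate plus 25 µM ATP (final) / Compound: 10 µM single point / Timing: kinase reaction with compound 60 min at room temperature / Detection: ADP-Glo luminescence / Benchmarks: DMSO neutral wells and GW8510 at 20 µM as positive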
aSyn UTR inh = MLPCN primary screen, SNCA 5' untranslated region; AID 1813; inhibition, % (tested at 7.5 µM); alpha-synuclein 5'UTR reporter, inhibitor activity; 0.82% of 300,000 active; in the data active means inhibition above about 60%;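 further: H4 neuroglioblastoma cells stably carrying SNCA 5'UTR luciferase fusion; 0% = DMSO wells and 100% = positive control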
PolyA inh = blocks polyadenylation in yeast reporter cells; S. cerevisiae SKY197-pL101 polyadenylation reporter, beta-gal luminescence; efflux-impaired pdr1/pdr3 knockout yeast; score 100 = 6 SD above DMSO; calls only at 12 µM; 0.02% of 300,000 active;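 active means lowest replicate activity score at least 50, where 100 means six control SD above control mean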;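 further: yeast exposed to compound for 9 h at 30 °C; higher score means more reporter readthrough which indicates perturbed polyadenylation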
GSK3 alpha inh = inhibitors of human GSK-3 alpha kinase; 0.1% of 320,000 active; ADP-Glo luminescence, 60 min; AID 2650; inhibition, % at 10 µM; P49840;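 in the data active means inhibition above about 50%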;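 further: GST-tagged GSK-3 alpha with peptide substrate and 25 µM ATP; 0% = DMSO neutral wells and 100% = GW8510 positive control wells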
Target sequence (P49840 whole entry, looked up): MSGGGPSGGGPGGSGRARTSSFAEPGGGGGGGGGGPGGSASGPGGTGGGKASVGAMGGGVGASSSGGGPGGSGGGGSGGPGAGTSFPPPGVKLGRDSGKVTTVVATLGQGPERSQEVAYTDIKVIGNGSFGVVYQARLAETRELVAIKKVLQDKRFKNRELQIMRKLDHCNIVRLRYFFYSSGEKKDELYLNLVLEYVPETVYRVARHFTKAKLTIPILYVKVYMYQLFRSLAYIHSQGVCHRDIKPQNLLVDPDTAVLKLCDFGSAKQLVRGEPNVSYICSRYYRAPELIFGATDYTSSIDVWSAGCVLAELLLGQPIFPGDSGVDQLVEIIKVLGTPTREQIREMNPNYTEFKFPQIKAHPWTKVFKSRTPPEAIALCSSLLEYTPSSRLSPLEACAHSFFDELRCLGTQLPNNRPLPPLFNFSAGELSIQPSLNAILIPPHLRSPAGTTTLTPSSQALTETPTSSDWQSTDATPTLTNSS
KLF5 inhibitor = suppresses KLF5 promoter-driven expression; DLD-1 KLF5 promoter-luciferase reporter, luminescence; inhibition, % at 5 µM; 0.23% of 290,000 active; AID 1700;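 active means inhibition above a per-plate limit of that plate's mean compound inhibition plus 3 SD, cut at about 60% in these data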;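 further: 0% = DMSO wells and 100% = LY294002 at 200 µM; higher means less KLF5 promoter-driven luciferase light; inactives centre near -14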
HSF1 inhib = HSF1 inhibition; NIH3T3-HGL HSE-luciferase, MG132-induced, luminescence 8 h; active compounds read low; 0.77% of 300,000 active; activity change, negative = inhibition, % at 7.5 µM (by protocol); AID 2098;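 active means more than half of replicate wells show activity change below -50%, luminescence cut by over half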;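 further: luciferase reports HSF-1 transcriptional activity via heat shock element; 0% = median of DMSO wells and -100% = zero luminescence signal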
IEC-6 cytotox = IEC-6 cytotoxicity, counter-screen for KLF5 inhibitors; luminescence viability; inhibition, % at 5 µM; 0.78% of 290,000 active; in the data active means inhibition above about 22%;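 further: 0% = plate median of test compound wells and 100% = cytotoxic reference compound wells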
The depositor's hits bear a star; i = inactive; . = not tested or not shown. A portion of the library; the hit share may differ from the screen's.

compound	HSF1 activator	AI-2 QS mod	HSP90 inh	GSK3beta inhib	aSyn UTR inh	PolyA inh	GSK3 alpha inh	KLF5 inhibitor	HSF1 inhib	IEC-6 cytotox
O=C1N(Cc2ccc(F)cc2Cl)c2ccccc2C12OCCCO2	5	1	14	4	20	i	-3	-9	1	1
NC(=S)N=Nc1c(O)n(Cc2ccc(F)cc2)c2ccccc12	12	13	4	-2	17	i	1	-20	2	2
Cc1ccc(O)c(CCc2ccc(O)cc2)n1	-4	6	1	1	-32	i	4	-13	-4	-10
COc1ccc2cc(CN(CC3CCCO3)C(=O)Nc3ccccc3OC)c(=O)[nH]c2c1 (stereo unspecified)	7	20	1	4	66*	i	-1	-11	-2	7
Cn1c(CCc2nc3ccccc3[nH]2)nnc1SCC#N	5	27	4	2	7	i	1	-13	-4	4
CC(C)NC(=O)NC(=O)COC(=O)c1cc(S(=O)(=O)N2CCCCC2)ccc1N1CCOCC1	1	1	2	3	2	i	13	-26	-4	4
Cc1nc(/N=C(\N)N(C)C)[nH]c(=O)c1C	-11	21	1	-1	-31	i	-3	2	-5	6
CCn1c(SCc2cccnc2)nnc1-c1c[nH]c2ccccc12	-7	36	1	3	-4	i	0	-25	3	4
Cc1cc(C)n(CC(=O)N2CCc3ccccc32)c(=O)c1C#N	-6	2	3	0	24	i	-4	-32	3	1
O=C(c1ccccc1)[C@@H]1[C@@H](C(=O)c2ccc(F)cc2)[C@@]2(C(=O)Nc3ccccc32)[C@H]2c3ccccc3C=CN12	-52	25	7	-4	-44	i	1	6	-38	6
COc1ccc(CN2CCN(Cc3ccc(Br)cc3)CC2)c(OC)c1OC	2	28	3	-3	-16	i	2	-9	2	1
O=C(OC1CCOC1=O)c1cccc(S(=O)(=O)Nc2cccc(Cl)c2)c1 (stereo unspecified)	-20	18	2	8	18	i	-2	-30	-3	0
Cc1cnc(NC(=O)c2cccs2)s1	83*	11	6	-14	-82	i	7	-101	36	-2
N/C(=N\OC(=O)C12CC3CC(CC(C3)C1)C2)c1ccccn1	31	15	-2	5	-110	i	-1	-90	5	-10
Cc1ccc(-n2c(C)nc3ccsc3c2=O)cc1	-5	6	.	-2	27	.	-5	.	-3	.
C=CCNC(=S)N1CCc2c([nH]c3ccccc23)C1C (stereo unspecified)	13	5	0	-2	3	i	.	-33	-2	-9
Cc1ccc(NC(=O)c2ccc(COc3ccccc3)o2)nc1	20	4	-3	1	-60	i	-3	-1	8	4
COc1ccc(NC(=O)c2sc3nc(N4CCOCC4)c4c(c3c2N)CC(C)(C)OC4)cc1	4	34	1	-6	16	i	0	-3	-7	-10
O=C(O)CC(Cc1ccc(Cl)cc1)C(=O)NCc1ccccc1 (stereo unspecified)	-7	13	7	-2	-3	i	-7	-18	-2	0
CC12C=CC3(CN(Cc4ccccc4)C(=O)C3C1C(=O)NC1CC1)O2 (stereo unspecified)	-1	15	1	0	-41	i	2	13	-9	-5
COc1cc(C(=O)NCc2ccc3c(c2)OCO3)c([N+](=O)[O-])cc1OC	22	14	0	2	23	i	-1	-11	-3	2
NNC(=O)CNC(c1ccccc1)c1cc(Br)ccc1NC(=O)c1ccccc1Br (stereo unspecified)	31	3	8	0	18	i	-2	11	25	-10
COc1ccc(CNC(=O)CNC(=O)c2cccs2)c(OC)c1	-16	35	0	0	-6	i	-1	-46	-11	-3
COc1cc(C(=O)OCC(=O)NC2CCS(=O)(=O)C2)ccc1OCc1c(C)noc1C (stereo unspecified)	2	11	-5	1	-6	i	-3	10	9	-7
Cc1ccc(C(=O)C(C)OC(=O)CCN2C(=O)C3C4C=CC(C5CC45)C3C2=O)cc1 (stereo unspecified)	-6	15	1	-1	1	i	-1	-5	-1	-7
O=P(c1cccs1)(c1cccs1)c1cccs1	1	18	0	0	-6	i	0	-8	-2	4
CS(=O)(=O)N1CCCC(C(=O)Nc2ccc(Br)cc2F)C1 (stereo unspecified)	-7	40	5	2	-4	i	2	-4	-5	-4
Cc1cc(S(=O)(=O)N(Cc2ccccc2F)C2CC2)ccc1-n1cnnn1	0	-4	0	4	0	.	-3	-11	-2	0
O=S(=O)(CC(CN1CCOCC1)N1CCOCC1)c1ccccc1 (stereo unspecified)	-3	15	0	-1	3	i	0	-11	-6	4
O=C(CSc1cccs1)Nc1ccc2ccccc2c1	57*	-62	-1	1	-126	i	-2	-66	29	-4
COCCNC(=O)c1ccc(CN2CCc3ccccc3C2)cc1	8	-3	-1	-2	-6	i	-2	-22	-5	4
CSCCC(C(=O)OC1CCOC1=O)N1C(=O)c2ccccc2C1=O (stereo unspecified)	1	7	-1	2	10	i	6	-24	-9	-8
COc1ccccc1NS(=O)(=O)c1cccc(C(=O)N/N=C(\C)c2ccc(-n3ccnc3)cc2)c1	0	18	-2	0	1	i	-2	-46	0	-3
C=CCn1c(=NC(=O)C2CCCCC2)sc2cc(NC(C)=O)ccc21	-6	-2	1	-3	43	i	.	-30	-6	-8
Cc1ccc2oc(=O)c3cc(C(=O)NCc4ccco4)sc3c2c1	2	11	-3	-4	-12	i	0	0	-2	0
CCS(=O)(=O)c1nc(S(=O)(=O)c2ccc(C)cc2)c(N2CCC(C)CC2)s1	-91	-23	3	2	12	i	-5	-20	-89*	-10
O=C(Nc1ccccc1Cl)Nc1ccnn1C1CCN(C(=O)c2cscn2)CC1	-5	12	-2	2	-1	i	3	-14	-6	-4
CC1=NN(c2nc(-c3ccc(C#N)cc3)cs2)C(=O)C1	2	7	-8	1	-4	i	-1	-5	-2	1
CCOc1ccc(NC(=O)COc2ccc(C(=O)N3CCC(C(N)=O)CC3)cc2OC)cc1	-7	22	.	1	5	i	-3	.	-2	.
Cc1cccc2sc(NNC(=O)c3ccc(S(=O)(=O)N4CCc5ccccc5C4)cc3)nc12	-23	112	5	-4	67*	i	0	25	-14	3
CCC(=O)c1ccc(O)c(CC=C(C)C)c1	-11	18	-3	-21	-18	i	0	-33	-7	-7
Cc1ccc2[nH]c(C(=O)N3CCN(C(c4ccccc4)c4ccccc4)CC3)cc2c1	20	24	0	0	40	i	-1	-7	4	4
CCC1CCc2c(n(C)c3ccccc3c2=O)O1 (stereo unspecified)	-6	23	11	5	12	i	1	-24	4	2
COc1cc(NC(=O)c2cnc(NCc3ccccc3)nc2C)cc(OC)c1OC	0	10	2	1	6	i	0	-20	0	6
CC(C)C(O)(C(=O)NNc1ccccc1)C(C)C	5	27	-1	-5	-12	.	4	-24	-4	-1
O=[N+]([O-])c1cccc2c1ccc1ncccc12	-8	19	-2	5	18	i	2	-26	-13	-5
CCCCOc1ccc(C(=O)NCC(=O)OC2CCOC2=O)cc1 (stereo unspecified)	-3	11	0	3	-7	i	-2	-1	-3	2
O=C(CC1C(=O)NCCN1Cc1ccc(Cl)c(F)c1)NCC1CCOCC1 (stereo unspecified)	1	13	0	5	-1	i	-4	-5	1	0
COc1ccccc1CN1CCCC(N2CCN(c3ccc(F)cc3)CC2)C1 (stereo unspecified)	0	10	-1	-1	9	i	-5	-37	1	-2
COc1cc(/C=C2/C(=O)CNC2=O)ccc1O	7	15	-1	0	4	i	.	5	-1	-1
O=C(CCCn1c(=O)[nH]c2cc(Cl)ccc2c1=O)NCC1CCCO1 (stereo unspecified)	-31	0	3	1	-19	i	0	-30	-18	-4
COc1ccc(Nc2nccc3c2nnn3C)cc1	38	22	12	1	-144	i	-1	-135	11	4
Cc1ccc(NS(=O)(=O)c2cc(C(=O)N3CCCC3)ccc2C)cc1C	24	15	5	3	-9	i	-6	3	-3	7
COc1ccc(OC)c(CC(=O)NC(c2ccccc2)c2ccccc2)c1	-9	31	-3	0	12	i	-1	5	-10	-1
CCOC(=O)c1sc(N)c(C#N)c1CSc1nc2ccc(OCC)cc2[nH]1	-4	27	1	0	12	i	0	5	7	7
NC(=O)c1cccc(N=Cc2cc(Cl)cc(Cl)c2O)c1	-6	11	-2	9	11	i	.	-6	-10	-8
CCCCCCCC(=O)NC(Nc1ccc(S(N)(=O)=O)cc1)C(Cl)(Cl)Cl (stereo unspecified)	9	9	-1	3	12	i	-2	7	8	-2
CCn1nnc(C(=O)O)c1C(=O)O	0	32	5	3	22	i	-2	-14	-7	3
O=C(c1cc2c(=O)oc3ccccc3c2s1)N1CCOCC1	17	5	-4	3	7	i	3	10	3	-6
O=C(COC(=O)c1ccc(=O)n(Cc2ccccc2)n1)Nc1ccc2c(c1)OCCO2	-3	6	2	6	4	i	-4	-32	-4	-4

Some entries already given, reduced to IEC-6 cytotox and HSF1 activator:
Molecule | IEC-6 cytotox | HSF1 activator
NC(=O)c1cccc(N=Cc2cc(Cl)cc(Cl)c2O)c1 | -8 | -6
COc1ccc(OC)c(CC(=O)NC(c2ccccc2)c2ccccc2)c1 | -1 | -9

Next part.
compound	HSF1 activator	AI-2 QS mod	HSP90 inh	GSK3beta inhib	aSyn UTR inh	PolyA inh	GSK3 alpha inh	KLF5 inhibitor	HSF1 inhib	IEC-6 cytotox
CCOC(=O)Cc1csc(NC(NC(=O)CC)(C(F)(F)F)C(F)(F)F)n1	.	1	2	1	.	i	-3	-11	.	7
CCOC(=O)c1ccccc1CN1C(=O)c2ccccc2S1(=O)=O	-6	12	1	0	6	i	-2	-25	-2	-11
O=C(CNC1CCCCC1)Nc1ccc(S(=O)(=O)N2CCCCC2)cc1	33	6	2	-7	-1	i	-1	-11	2	6
CSc1nc2cc(F)c(F)cc2n1C	4	15	-2	2	5	i	1	-18	-7	0
COC(=O)CN(n1cnnc1)S(=O)(=O)c1ccccc1	7	23	-5	0	7	i	-1	-14	0	0
Cc1ccc2cc3c(N)c4c(C)ccc(C)c4nc3nc2c1	-3	19	1	2	-77	i	.	-2	10	6
C/C(=N/NC(=O)CNC(=O)c1ccccn1)c1ccc([N+](=O)[O-])cc1	-85	30	7	4	-13	i	-1	-1	-81*	4
O=C(Cn1nc(-c2ccco2)ccc1=O)Nc1ccc(Br)cc1	14	11	2	-3	4	i	3	-43	4	-2
CCOCCc1nnc(NC(=O)CS(=O)(=O)Cc2ccccc2)s1	-11	23	-6	2	4	i	-2	-58	-10	4
Cc1ccc(NC(=S)NC2CCCC2)cc1C	28	18	1	3	-128	i	0	-51	7	-1
COCCCn1c(=NC(=O)c2ccccc2)c(C#N)cc2c(=O)n3cccc(C)c3nc21	-22	37	3	-2	-31	i	0	-8	-12	-3
C=CCSc1nnc(CNC(=O)c2ccc(Cl)cc2)n1CC	3	20	-1	2	-10	i	-1	-16	-2	2
